Assay outcomes from PubChem BioAssay.
KCNQ1 inh – human KCNQ1 channel inhibition | P51787 | CHO-K1 KCNQ1, FluxOR thallium flux fluorescence; active compounds read high | B-score at 10 µM | actives 1.3% (n = 310,000);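 active means compounds whose thallium flux B-score, printed positive for inhibition, exceeds three library SD while starting fluorescence stays within three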;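 further: channel opened by potassium depolarization with thallium stimulus after 20 min compound exposure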
ANO1 activ – mouse TMEM16A channel activation, primary screen; Q8BHY3; HEK293 TMEM16A/YFP-H148Q/I152L, iodide quench fluorescence; active compounds read low; B-score at 10 µM; actives 0.3% (n = 340,000); AID 623877;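 active means fluorescence-ratio B-score plate-corrected deviation score at least 3 library SD below zero, with starting fluorescence score within 5 deviations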;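 further: channel opened by trigger with iodide after compound preincubation; score built on the fluorescence ratio of max minus min over baseline; more negative score means more quench and so TMEM16A activation or potentiation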
Target sequence (Q8BHY3 whole entry, looked up): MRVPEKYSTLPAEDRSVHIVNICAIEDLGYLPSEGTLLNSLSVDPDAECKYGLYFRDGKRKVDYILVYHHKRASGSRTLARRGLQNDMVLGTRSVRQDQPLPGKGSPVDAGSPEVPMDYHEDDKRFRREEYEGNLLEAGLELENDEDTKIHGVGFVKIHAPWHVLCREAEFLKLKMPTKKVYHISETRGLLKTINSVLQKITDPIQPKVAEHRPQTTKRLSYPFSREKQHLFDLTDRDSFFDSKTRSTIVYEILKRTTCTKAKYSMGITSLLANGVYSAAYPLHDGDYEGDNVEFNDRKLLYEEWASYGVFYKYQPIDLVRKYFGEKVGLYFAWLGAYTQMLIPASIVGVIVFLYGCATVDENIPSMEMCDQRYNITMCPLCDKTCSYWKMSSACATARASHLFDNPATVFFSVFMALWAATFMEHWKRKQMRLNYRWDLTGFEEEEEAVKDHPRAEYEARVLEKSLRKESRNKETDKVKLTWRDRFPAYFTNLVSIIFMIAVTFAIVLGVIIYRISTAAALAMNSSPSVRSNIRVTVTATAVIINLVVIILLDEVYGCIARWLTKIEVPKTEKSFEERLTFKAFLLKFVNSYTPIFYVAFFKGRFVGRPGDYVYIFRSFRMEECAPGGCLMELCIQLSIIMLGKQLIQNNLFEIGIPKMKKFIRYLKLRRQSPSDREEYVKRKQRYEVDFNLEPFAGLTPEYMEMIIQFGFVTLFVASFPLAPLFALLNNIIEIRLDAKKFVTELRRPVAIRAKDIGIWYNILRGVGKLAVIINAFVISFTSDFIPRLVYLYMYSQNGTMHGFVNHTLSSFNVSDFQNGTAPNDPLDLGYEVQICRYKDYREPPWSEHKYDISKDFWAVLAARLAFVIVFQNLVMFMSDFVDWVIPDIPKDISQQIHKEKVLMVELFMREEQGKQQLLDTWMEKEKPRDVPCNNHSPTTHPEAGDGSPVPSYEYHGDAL
KCNK3 block – human KCNK3 channel inhibition, primary screen | B-score at 10 µM | CHO-KCNK3 thallium flux, FluxOR fluorescence; active compounds read low | actives 0.84% (n = 340,000) | O14649;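 active means B-score under library mean minus 4 SD, starting fluorescence ratio at most library mean plus 5 SD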;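 further: more negative B-score means stronger inhibition of thallium flux through KCNK3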
Dyrk1A ADPGlo – blocks rat Dyrk1A kinase activity. ADP-Glo luminescence, NFATc1 peptide. actives 0.43% (n = 310,000). inhibition, % at 12.5 µM. AID 504441. Q63470; in the data active means inhibition above about 50%;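 further: plate controls were vehicle with enzyme for no effect and no enzyme for full effect; many of its hits are not listed in these tables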
ANO1 block – inhibitors of mouse TMEM16A calcium-activated chloride channel | HEK293 TMEM16A/YFP iodide influx fluorescence, ionomycin | normalized B-score (activity score, 25-100; higher = stronger inhibition) at 10 µM | actives 1.2% (n = 310,000) | Q8BHY3;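 active means ratio plate-corrected score three or more library SD toward inhibition, starting fluorescence score within five deviations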;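 further: score derived from kinetic fluorescence span divided by baseline fluorescence per well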
HDAC3 inhib – blocks human histone deacetylase 3 | O15379 | recombinant HDAC3, fluorogenic peptide/trypsin coupled, fluorescence | inhibition, % at 8.3 µM | actives 0.15% (n = 320,000) | AID 2718; in the data active means inhibition above about 26%, passing the limit was not always enough; inconclusive means no clear call, values can overlap the other calls
TRPC4 potent – TRPC4 (mouse) allosteric potentiation; actives 0.42% (n = 310,000); B-score at 10 µM; AID 2227; HEK293 TRPC4beta/mu-opioid, DAMGO EC20, Fluo-4 Ca2+ flux; active compounds read high; Q9QUQ5;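 active means B-score of calcium response area above 5 SD of library B-scores, with initial fluorescence ratio within 5 SD of library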;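 further: B-score of integrated fluorescence ratio over time as area under calcium response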
KCNQ1 pot – potentiates or activates the human KCNQ1 potassium channel. P51787. CHO-K1 KCNQ1, thallium flux FluxOR fluorescence; active compounds read high. B-score at 10 µM. actives 0.35% (n = 310,000). AID 2648;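 active means fluorescence ratio B-score, a plate-corrected score, at least three library SD, with initial intensity B-score within 5 SD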
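assay system = CHO-K1 cells stably expressing KCNQ1 | medium = assay buffer, equal DMSO in all wells | timing = 37 °C overnight plating, 90-min dark dye load, 20-min compound pretreatment | measured by = kinetic FluxOR thallium fluorescence, 10-s 1-Hz baseline, 110-s post-stimulus read | measure = fluorescence change relative to baseline, converted to B score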
hERG rescue – hERG (human) protection from proarrhythmic block | Q12809 | CHO-hERG, FluxOR thallium flux, dofetilide IC70 present | activation (rescue from dofetilide block), less the hit threshold, % at 10 µM | actives 0.51% (n = 310,000);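 active means activation above the mean of controls blocked by dofetilide plus 5 SD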;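 further: thallium influx through hERG after potassium depolarization seen as dye fluorescence rise; in these data hits start at about 4.7%; inactives centre near -7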
KCNK9 block – human KCNK9 channel inhibition | Q9NPC2 | HEK293 KCNK9, FluxOR thallium flux fluorescence; active compounds read low | B-score at 10 µM | actives 1.2% (n = 310,000);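 active means ratio B-score over 3 SD below the library mean, with starting fluorescence within 5 SD of its mean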;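 further: negative B-score means less thallium flux so channel inhibition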
TRPC4 agonist – activators of mouse TRPC4 channel; Q9QUQ5; HEK293 TRPC4beta/mu-opioid, Fluo4 calcium fluorescence; active compounds read high; B-score at 10 µM; actives 0.49% (n = 310,000); AID 2237;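 active means B-score above 5 SD of library B-scores, and initial fluorescence ratio not above library mean plus 5 SD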;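 further: positive B-score marks a calcium rise read as TRPC4 activation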
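System – HEK293 cells stably co-expressing mouse TRPC4beta and mu-opioid receptor · Signal – Fluo4 calcium-sensitive dye fluorescence, kinetic, 1 Hz baseline · Benchmarks – buffer (low) and maximal DAMGO (high) · Read-out – B score of integrated fluorescence ratio per well · Incubation – dye loading 45 min room temperature, 110 s kinetic read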
An asterisk follows results filed as active.

Results for CCOC(=O)c1sc(NC(=O)CCCn2nc([N+](=O)[O-])c(Cl)c2C)c(C(=O)OCC)c1C ?
KCNQ1 inh: inactive; ANO1 activ: inactive; KCNK3 block: inactive; Dyrk1A ADPGlo: 12; ANO1 block: inactive; HDAC3 inhib: inconclusive; TRPC4 potent: inactive; KCNQ1 pot: inactive; hERG rescue: -9; KCNK9 block: inactive; TRPC4 agonist: inactive

What do the screens show for `CCOC(=O)C1CCN(C(=O)Cn2nc(C)c3c(C)n(-c4ccccc4)nc3c2=O)CC1`?
KCNQ1 inh: inactive; ANO1 activ: inactive; KCNK3 block: inactive; Dyrk1A ADPGlo: -5; ANO1 block: inactive; HDAC3 inhib: 3; TRPC4 potent: inactive; KCNQ1 pot: inactive; hERG rescue: -2; KCNK9 block: inactive; TRPC4 agonist: inactive

What do the screens show for `O=C1CSC(c2cn(-c3ccccc3)nc2-c2ccccc2)N1Cc1ccco1` (centres undefined)?
KCNQ1 inh: 10*; ANO1 activ: inactive; KCNK3 block: inactive; Dyrk1A ADPGlo: 2; ANO1 block: inactive; HDAC3 inhib: 3; TRPC4 potent: inactive; KCNQ1 pot: inactive; hERG rescue: -12; KCNK9 block: inactive; TRPC4 agonist: inactive

What do the screens show for `COc1ccc(OC)c(-c2nnc(SCC(=O)N3CCCc4ccccc43)o2)c1`?
KCNQ1 inh: inactive; ANO1 activ: inactive; KCNK3 block: inactive; Dyrk1A ADPGlo: -2; ANO1 block: inactive; HDAC3 inhib: -8; TRPC4 potent: inactive; KCNQ1 pot: inactive; hERG rescue: -11; KCNK9 block: inactive; TRPC4 agonist: inactive

Results for COc1ccc(N2CCN(C(=O)c3ccc4c(Cl)c5c(nc4c3)CCCC5)CC2)cc1 ?
KCNQ1 inh: inactive; ANO1 activ: inactive; KCNK3 block: inactive; Dyrk1A ADPGlo: 0; ANO1 block: inactive; HDAC3 inhib: 3; TRPC4 potent: inactive; KCNQ1 pot: inactive; hERG rescue: -5; KCNK9 block: inactive; TRPC4 agonist: inactive

Results for O=C1CC(Nc2cc(=O)[nH]c(=O)[nH]2)C(=O)N1c1ccccc1Cl (centres undefined) ?
KCNQ1 inh: inactive; ANO1 activ: inactive; KCNK3 block: inactive; Dyrk1A ADPGlo: -4; ANO1 block: inactive; HDAC3 inhib: -2; TRPC4 potent: inactive; KCNQ1 pot: inactive; hERG rescue: -5; KCNK9 block: inactive; TRPC4 agonist: inactive

Results for CCOC(=O)c1c(NC(=O)C2C3C=CC(C3)C2C(=O)O)sc2c1CCC(CC)C2 (centres undefined) ?
KCNQ1 inh: inactive; ANO1 activ: inactive; KCNK3 block: inactive; Dyrk1A ADPGlo: -2; ANO1 block: inactive; HDAC3 inhib: -8; TRPC4 potent: inactive; KCNQ1 pot: inactive; hERG rescue: -7; KCNK9 block: inactive; TRPC4 agonist: inactive

How did Cc1ccc(S(=O)(=O)N2CCN(C(=O)c3ccccc3)C2C(C)C)cc1 (centres undefined) do in these assays?
KCNQ1 inh: inactive; ANO1 activ: inactive; KCNK3 block: inactive; Dyrk1A ADPGlo: 1; ANO1 block: inactive; HDAC3 inhib: -5; TRPC4 potent: inactive; KCNQ1 pot: inactive; hERG rescue: -6; KCNK9 block: inactive; TRPC4 agonist: inactive

What do the screens show for `COC(=O)c1sc2nc(SCc3ccccc3C)n(N)c(=O)c2c1C`?
KCNQ1 inh: inactive; ANO1 activ: inactive; KCNK3 block: inactive; Dyrk1A ADPGlo: -4; ANO1 block: inactive; HDAC3 inhib: -5; TRPC4 potent: inactive; KCNQ1 pot: inactive; hERG rescue: -8; KCNK9 block: inactive; TRPC4 agonist: inactive

How did O=c1[nH]c(C2CCN(S(=O)(=O)c3ccccc3C(F)(F)F)CC2)nc2c1nnn2Cc1cccc(F)c1 do in these assays?
KCNQ1 inh: inactive; ANO1 activ: inactive; KCNK3 block: inactive; Dyrk1A ADPGlo: 0; ANO1 block: inactive; HDAC3 inhib: 2; TRPC4 potent: inactive; KCNQ1 pot: inactive; hERG rescue: -6; KCNK9 block: inactive; TRPC4 agonist: inactive

How did CCOC(=O)c1ccc(-c2ccc3[nH]c4ccccc4c(=O)c3c2)cc1F do in these assays?
KCNQ1 inh: inactive; ANO1 activ: inactive; KCNK3 block: inactive; Dyrk1A ADPGlo: -2; ANO1 block: inactive; HDAC3 inhib: -17; TRPC4 potent: inactive; KCNQ1 pot: inactive; hERG rescue: -6; KCNK9 block: inactive; TRPC4 agonist: inactive

What do the screens show for `CCOCCCNC(=O)C1CCN(S(=O)(=O)N2CCCCC2)CC1`?
KCNQ1 inh: inactive; ANO1 activ: inactive; KCNK3 block: inactive; Dyrk1A ADPGlo: 2; ANO1 block: inactive; HDAC3 inhib: -5; TRPC4 potent: inactive; KCNQ1 pot: inactive; hERG rescue: -8; KCNK9 block: inactive; TRPC4 agonist: inactive

What do the screens show for `CCn1nc(NC(C)=O)c2cc3cccc(C)c3nc21`?
KCNQ1 inh: inactive; ANO1 activ: inactive; KCNK3 block: inactive; Dyrk1A ADPGlo: 6; ANO1 block: inactive; HDAC3 inhib: -7; TRPC4 potent: inactive; KCNQ1 pot: inactive; hERG rescue: -7; KCNK9 block: inactive; TRPC4 agonist: inactive

How did CCOC(=O)N1CCN(C(=O)c2ccccc2NC(=O)c2ccccc2Cl)CC1 do in these assays?
KCNQ1 inh: inactive; ANO1 activ: inactive; KCNK3 block: inactive; Dyrk1A ADPGlo: 0; ANO1 block: inactive; HDAC3 inhib: -1; TRPC4 potent: inactive; KCNQ1 pot: inactive; hERG rescue: -8; KCNK9 block: inactive; TRPC4 agonist: inactive

Results for O=C(CNC(=O)C12CC3CC(CC(C3)C1)C2)OCc1cc(=O)n2cc(Br)ccc2n1 ?
KCNQ1 inh: inactive; ANO1 activ: inactive; KCNK3 block: inactive; Dyrk1A ADPGlo: 14; ANO1 block: inactive; HDAC3 inhib: -5; TRPC4 potent: inactive; KCNQ1 pot: inactive; hERG rescue: 6.1*; KCNK9 block: inactive; TRPC4 agonist: inactive

What do the screens show for `O=c1c2c(nc3nc(NCc4ccc(Cl)cc4)[nH]n13)CCC2`?
KCNQ1 inh: inactive; ANO1 activ: inactive; KCNK3 block: inactive; Dyrk1A ADPGlo: -1; ANO1 block: inactive; HDAC3 inhib: -2; TRPC4 potent: inactive; KCNQ1 pot: inactive; hERG rescue: -12; KCNK9 block: inactive; TRPC4 agonist: inactive

How did CC(C)Sc1nnc([C@H](C)NC(=O)OC(C)(C)C)o1 do in these assays?
KCNQ1 inh: inactive; ANO1 activ: inactive; KCNK3 block: inactive; Dyrk1A ADPGlo: -4; ANO1 block: inactive; HDAC3 inhib: 5; TRPC4 potent: inactive; KCNQ1 pot: inactive; hERG rescue: -8; KCNK9 block: inactive; TRPC4 agonist: inactive

What do the screens show for `CC1CCCN(CCCNC(=O)c2ccc3c(c2)N(Cc2ccccc2F)C(=O)c2ccccc2S3(=O)=O)C1` (centres undefined)?
KCNQ1 inh: inactive; ANO1 activ: inactive; KCNK3 block: inactive; Dyrk1A ADPGlo: -5; ANO1 block: inactive; HDAC3 inhib: -2; TRPC4 potent: inactive; KCNQ1 pot: inactive; hERG rescue: -7; KCNK9 block: inactive; TRPC4 agonist: 114*

How did COc1ccc(NC(=O)CN2CCCC(C)C2)c([N+](=O)[O-])c1 (centres undefined) do in these assays?
KCNQ1 inh: inactive; ANO1 activ: inactive; KCNK3 block: inactive; Dyrk1A ADPGlo: -8; ANO1 block: inactive; HDAC3 inhib: -1; TRPC4 potent: inactive; KCNQ1 pot: inactive; hERG rescue: -12; KCNK9 block: inactive; TRPC4 agonist: inactive

How did S=c1[nH]c2cc(-c3ccccc3)ccc2o1 do in these assays?
KCNQ1 inh: inactive; ANO1 activ: inactive; KCNK3 block: inactive; Dyrk1A ADPGlo: -4; ANO1 block: 25*; HDAC3 inhib: -4; TRPC4 potent: inactive; KCNQ1 pot: 63*; hERG rescue: 45*; KCNK9 block: inactive; TRPC4 agonist: inactive

How did CNC(=O)CSc1nc2nn(-c3ccccc3)c(=O)c-2c2n1CCCCC2 do in these assays?
KCNQ1 inh: inactive; ANO1 activ: inactive; KCNK3 block: inactive; Dyrk1A ADPGlo: -4; ANO1 block: inactive; HDAC3 inhib: 5; TRPC4 potent: inactive; KCNQ1 pot: inactive; hERG rescue: -7; KCNK9 block: inactive; TRPC4 agonist: inactive

How did O=C(CNS(=O)(=O)c1ccc(Br)s1)NCc1ccc(F)cc1 do in these assays?
KCNQ1 inh: inactive; ANO1 activ: inactive; KCNK3 block: inactive; Dyrk1A ADPGlo: -4; ANO1 block: inactive; HDAC3 inhib: 1; TRPC4 potent: inactive; KCNQ1 pot: inactive; hERG rescue: -5; KCNK9 block: inactive; TRPC4 agonist: inactive

What do the screens show for `Cc1cccc(N2CCN(C(=O)C(C)n3nc(C)n4c(cc5occc54)c3=O)CC2)c1C` (centres undefined)?
KCNQ1 inh: inactive; ANO1 activ: inactive; KCNK3 block: inactive; Dyrk1A ADPGlo: -5; ANO1 block: inactive; HDAC3 inhib: 4; TRPC4 potent: inactive; KCNQ1 pot: inactive; hERG rescue: -14; KCNK9 block: inactive; TRPC4 agonist: inactive

How did O=C(CSc1n[nH]c(-c2cccs2)n1)N1CCCCC1 do in these assays?
KCNQ1 inh: inactive; ANO1 activ: inactive; KCNK3 block: inactive; Dyrk1A ADPGlo: 6; ANO1 block: inactive; HDAC3 inhib: -1; TRPC4 potent: inactive; KCNQ1 pot: inactive; hERG rescue: -15; KCNK9 block: inactive; TRPC4 agonist: inactive

Results for CN(Cc1ccccc1)C(=O)C1CCN(Cc2ccc(F)cc2)CC1 ?
KCNQ1 inh: inactive; ANO1 activ: inactive; KCNK3 block: inactive; Dyrk1A ADPGlo: -2; ANO1 block: inactive; HDAC3 inhib: 9; TRPC4 potent: inactive; KCNQ1 pot: inactive; hERG rescue: 0; KCNK9 block: inactive; TRPC4 agonist: inactive

These rows are one share of the data; count on the stated rates, not on these rows.
